Source: PubChem BioAssay (National Center for Advancing Translational Sciences (NCATS))
Tau FP inhib: blocks human tau fibril formation measured by polarization | P10636 | K18 P301L tau heparin fibrillization, Alexa594 FP, 6 h | Potency, µM (doses to about 57.7 µM), inactives show top-dose activity, negative = inhibition, hits mostly inhibitors | actives 0.39% (n = 280,000); also: % is scaled to controls: 0 for no effect and ±100 for the full control effect; nearly all actives have a fitted effect of over 55% in size
Target sequence (P10636 561-689 P618L limits assumed): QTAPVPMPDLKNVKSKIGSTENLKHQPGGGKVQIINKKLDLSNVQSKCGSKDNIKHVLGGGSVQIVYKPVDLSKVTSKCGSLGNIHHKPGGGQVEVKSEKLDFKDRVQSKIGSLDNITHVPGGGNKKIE
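Steps: dispense K18 P301L tau (15 uM plus 0.24 uM Alexa 594 tracer, final) in pH 7 sodium acetate; add compound; add heparin (20 uM final); incubate 6 hr, 37 C; add ThT (30 uM final); after 1 hr ambient, read FP.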
GAA inh: alpha-glucosidase (human) inhibition; P10253; purified human GAA, 4-MU-alpha-glucoside fluorescence; Potency, µM (titrated, usually from 76.9 µM), for the others: top-dose activity change, negative = inhibition, most hits filed as inhibitors; actives 0.005% (n = 200,000); AID 1466;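 also: plate controls were uninhibited enzyme wells for no effect and no-enzyme background for full effect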
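Enzyme (4 nM final) mixed with compound (up to 77 uM), then 4-MU-alpha-D-pyranoside (400 uM final) added; 20 min at room temperature, pH 5.0. Reaction stopped at pH 10, fluorescence read, AC50 derived by Hill fit.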
HTT ATP protect: Huntington cell model cytoprotection by ATP luminescence | Potency, µM (top dose mostly 56.4 µM), for inactives: cytoprotection (ATP increase), most hits filed as activators | AID 1471 | PC12 HTT-Q103 induced, cytoprotection, ATP luminescence, 40 h | actives 0.14% (n = 230,000);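 also: % of control where 0% means no effect; nearly all actives have a fitted effect of over 45% in size; toxic huntingtin expression switched on by the ecdysone agonist tebufenozide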
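PC12 cells with ecdysone-inducible HTT exon 1 Q103-GFP, induced with 100 nM tebufenozide and co-treated with library compounds in a dose series (1536-well, 1500 cells/well). Cytoprotection read as ATP content by ATPlite luminescence.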
Tau fluor counter: counter-screen for tau fibril formation inhibitors; tau K18 P301L Alexa594 fluorescence, heparin fibrillization; Potency, µM (doses to about 57.7 µM), for inactives: top-dose activity change, negative = decrease; actives 0.93% (n = 280,000); also: % is scaled to controls: 0 for no effect and ±100 for the full control effect; nearly all actives have a fitted effect of over 55% in size
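Human K18 P301L tau (15 uM unlabeled plus 0.24 uM Alexa 594-labeled, final) in 100 mM sodium acetate pH 7 was mixed with compound and 20 uM heparin and incubated 6 hr at 37 C.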
GLA spleen mod: alpha-galactosidase A (human) modulation; AID 2107; Potency, µM (highest dose often 80 µM), for the others: top-dose activity change, negative = inhibition, hits mostly inhibitors; actives 0.008% (n = 240,000); human spleen homogenate, 4MU-alpha-Gal fluorescence, 40 min;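 also: 0% = enzyme with vehicle and -100% = no enzyme basal signal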
Target sequence (P06280 32-429 limits assumed): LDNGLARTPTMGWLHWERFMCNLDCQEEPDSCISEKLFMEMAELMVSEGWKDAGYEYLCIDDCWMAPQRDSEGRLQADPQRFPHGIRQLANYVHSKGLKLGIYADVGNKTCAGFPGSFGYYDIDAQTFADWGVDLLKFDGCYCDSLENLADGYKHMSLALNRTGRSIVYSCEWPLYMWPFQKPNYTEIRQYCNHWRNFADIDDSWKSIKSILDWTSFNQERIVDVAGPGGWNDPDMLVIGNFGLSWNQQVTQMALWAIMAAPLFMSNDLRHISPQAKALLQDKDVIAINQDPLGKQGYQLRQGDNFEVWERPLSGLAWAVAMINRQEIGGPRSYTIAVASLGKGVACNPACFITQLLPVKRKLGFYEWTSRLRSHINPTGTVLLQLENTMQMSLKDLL
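Human spleen homogenate (1 ug) as enzyme source, 4-methylumbelliferyl-alpha-D-galactopyranoside 1 mM final, citrate/phosphate pH 5.0 with 0.01% Tween-20. Compounds 40 min at 37C, NaOH/glycine stop; fluorescence Ex 365/Em 440, Hill-fit AC50.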
Tau ThT inhib: blocks human tau fibril formation measured by thioflavin T; recombinant tau K18 P301L, heparin-induced fibrillization, ThT fluorescence; Potency, µM (series often up to 57.4 µM), for the others: top-dose activity, negative = inhibition, usual class: inhibitors; actives 2.1% (n = 270,000); also: % is scaled to controls: 0 for no effect and ±100 for the full control effect; nearly all actives have a fitted effect of over 55% in size
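Fibril formation assay: tau K18 P301L at 15 uM with trace Alexa 594 label, heparin inducer 20 uM, pH 7 sodium acetate buffer, 37 C for 6 hr; endpoint ThT signal.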
GAA spleen mod: inhibits or activates alpha-glucosidase in human spleen homogenate | P10253 | actives 0.006% (n = 240,000) | human spleen homogenate, 4-MU-alpha-glucoside fluorescence | Potency, µM (titrated, usually from 79.9 µM), inactives show at the highest dose activity change, negative = inhibition, actives largely listed as inhibitors;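 also: 0% = enzyme with vehicle and -100% = no enzyme basal signal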
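AC50 values come from Hill-equation fits of concentration-response data, normalized to no-enzyme and full-activity controls. Enzyme source: 1 ug human spleen homogenate; 1 mM fluorogenic 4-MU glucoside, pH 5.0 citrate buffer, 37 C, 40 min.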
GAA glycogen: GAA glycogen-cleavage inhibition or activation; AID 2100; actives 0.38% (n = 300,000); Potency, µM (series often up to 76.4 µM), for inactives: top-dose activity change, negative = inhibition, most hits filed as inhibitors; P10253; recombinant GAA, glycogen substrate, Amplex Red glucose oxidase fluorescence;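 also: 0% = full enzyme reaction and -100% = no-enzyme basal signal; the screen sought inhibitors and activators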
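Recombinant human enzyme (4 nM); glycogen substrate; 37 C, 40 min, pH 5.0. Readout: coupled glucose oxidase/Amplex Red fluorescence.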
Starred values were filed as active, the others as inactive; ? = inconclusive; · = no result given; & = joins results of further samples; [ ] = another dose, or the depositor's remark. Calls follow the shape of the dose curve; as a rule, active = well fitted curve in the direction sought with a large enough effect; inconclusive = small, poorly fitted or top-dose-only effect, or another doubt; inactive = no such curve, though single readings can be large; an effect the other way counts as inactive or inconclusive. Potency is read from the fitted curve at half-maximal effect.

mol	GAA inh	HTT ATP protect	Tau FP inhib	GLA spleen mod	Tau ThT inhib	GAA spleen mod	GAA glycogen	Tau fluor counter
Cc1nc(N)[nH]c(=O)c1CC(=O)OCCCl	-6%	5%[10 µM]	-2%	6%	-6%	7%	-1%	-4%
COc1ccc(CCNC(=O)CSc2ccc(-c3ccco3)nn2)cc1OC	5%	3%	2%	0%	-25%	0%	0%	-8%
CCOCCCNC(=O)CS(=O)(=O)Cc1nc(-c2cccc(OC)c2)oc1C	-1%	11%[10 µM]	2%	4%	-8%	0%	0%	-2%
CCN(CC)S(=O)(=O)c1ccc(C)c(NC(=O)CSc2nc3ccc(C)cc3[nH]2)c1	-3%	41%[10 µM]	-15%	4%	4%	9%	-10%	?
CCCCOC(=O)/C=C\C(=O)NC(N)=O	-7%	1%[10 µM]	6%	9%	?	12%	-7%	-7%
O=c1c2cc(Cl)ccc2[nH]c(=S)n1Cc1ccccn1	-9%	2%[10 µM]	6%	-2%	-4%	0%	-5%	-3%
S=C(NNc1ccnc2cc(Cl)ccc12)Nc1ccc(Cl)cc1Cl	·	25%[10 µM]	?	1%	4µM*	-1%	-4%	4µM*[quencher]
CCOc1ccc(N(CC(=O)Nc2ccc(C)c(C)c2)S(=O)(=O)c2c(C)[nH]c(=O)[nH]c2=O)cc1	·	14%[10 µM]	·	1%	·	2%	-11%	·
Cc1cc2nc3c(=O)[nH]c(=O)nc-3n(CC(O)C(O)C(O)CO)c2cc1C (stereo unspecified)	·	26%	2%&-1%&-2%	-13%	?	-7%	·	-1%&-8%&-8%
Cc1coc2c1c(C)cc1oc(=O)c(Cc3ccccc3)c(C)c12	-1%	-16%	0%	14%	-5%	-6%	-5%	-5%
Cc1cccc(NC(=O)c2cc3ccccc3o2)c1	-12%[15.4 µM]	-45%[10 µM]	-11%	1%	?	-4%	-4%	?
CCCCSc1nc(-c2ccc(OC)cc2)ccc1C#N	·	·	?	·	-5%	·	-12%[76.3 µM]	-27%
Cc1cc(NC(=O)COC(=O)c2c(C)noc2C)ccc1Br	-1%	-9%	-8%	-3%	-16%	8%	7%	-16%
Cc1cc(NC(=O)CCC(=O)N(CCC(C)C)C(C(=O)NC2CCCC2)c2cccnc2)no1 (stereo unspecified)	0%	-3%	5%	-6%	2%	-27%	0%	2%
N/C(=N\OC(=O)c1ccc(Cl)cc1)c1cccnc1	0%	-9%	3%	8%	-15%	-1%	-1%	-3%
COc1ccc(OC)c(NC(=O)Cn2cc(C(=O)c3ccco3)c3ccccc32)c1	-13%	14%	-9%	-5%	-5%	-1%	0%	?
COc1cc(OC)nc(NC(=O)CSc2nc3ccccc3o2)n1	4%	5%[0.074 µM]	-3%	0%	3%	-7%	1%	0%
C=CCN1C(=O)S/C(=C/c2ccsc2)C1=O	-2%	-2%[10 µM]	1%	-3%	5%	-8%	2%	2%
CCOC(=O)N1CCN(C(=O)c2cc3c(ccc4ccccc43)oc2=O)CC1	?	-23%	3%	?	-8%	12%	10%	-6%
CCCc1nc2ccccc2[nH]1	-3%	4%	-4%	5%	-11%	3%	4%	-11%

Whole records, looked up by structure:
Cc1cc(NC(=O)CCC(=O)N(CCC(C)C)C(C(=O)NC2CCCC2)c2cccnc2)no1 (stereo unspecified) across the screens: GAA inh = 0%; HTT ATP protect = -3%; Tau FP inhib = 5%; GLA spleen mod = -6%; Tau ThT inhib = 2%; GAA spleen mod = -27%; GAA glycogen = 0%; Tau fluor counter = 2%
COc1ccc(OC)c(NC(=O)Cn2cc(C(=O)c3ccco3)c3ccccc32)c1 across the screens: GAA inh = -13%; HTT ATP protect = 14%; Tau FP inhib = -9%; GLA spleen mod = -5%; Tau ThT inhib = -5%; GAA spleen mod = -1%; GAA glycogen = 0%; Tau fluor counter = ?

(more compounds)
mol	GAA inh	HTT ATP protect	Tau FP inhib	GLA spleen mod	Tau ThT inhib	GAA spleen mod	GAA glycogen	Tau fluor counter
CC(C)CN(C(=O)CN1CCN(c2ccc(O)cc2)CC1)c1c(N)n(CC(C)C)c(=O)[nH]c1=O	-2%	·	-10%	11%	?	5%	0%	-22%
CC(C(=O)O)n1nc2ccccc2n1 (stereo unspecified)	-9%	-19%[10 µM]	1%	8%	-10%	4%	-4%	-1%
N#CC(C(=O)OC1CCCCC1)c1nc2ccccc2nc1N1CCCCC1 (stereo unspecified)	-1%	-12%	-8%	2%	-2%	1%	0%	0%
CC(C)Cn1c(N)c(C(=O)COC(=O)c2cc(C(F)(F)F)nc3c(C(F)(F)F)cccc23)c(=O)n(C)c1=O	1%[15.4 µM]	-38%[inhibitor]	?	4%&3%	?	1%&4%	-4%	-22%&-19%
COCCCNCCCOc1ccc(Cl)cc1C(C)(C)C	-10%	·	-6%	-3%	-11%	-2%	0%	-10%
Cc1ccc(NC(=O)COC(=O)c2ccccc2Nc2ccccc2)cc1	5%	·	-3%	2%	-1%	-1%	1%	-9%
O=C(Nc1ccc2c(c1)OCCO2)C1CCCN1S(=O)(=O)c1ccc(Cl)cc1 (stereo unspecified)	-15%	-13%[10 µM]	-3%	2%	-13%	-10%	6%	-15%
N/C(=N\OC(=O)N1CCOCC1)c1ccc(Br)cc1	-3%	1%	10%	-6%	?	-3%	-4%	-6%
Cc1ccc(C(C(=O)NC2CCCCC2)N(C(=O)c2csnn2)C2CCCC2)o1 (stereo unspecified)	-13%	0%	-4%	-9%	-14%	-13%	0%	-6%
O=C(CSc1nc2ccccc2c(=O)n1CC1CCCCC1)N1CCOCC1	-5%	-13%	-11%	3%	-7%	-3%	-14%	-9%
Cc1nn(C)cc1C(C(=O)NC1CCCCC1)N(C(=O)c1cnccn1)c1ccc(Oc2ccccc2)cc1 (stereo unspecified)	-13%	19%[10 µM]	7%	-3%	-7%	-7%	-5%	-1%
Cc1ccc(-c2nc3ccc(C(=O)O)cc3nc2-c2ccc(C)cc2)cc1	?	-4%	-2%	10%	?	0%	-10%	-8%
COc1ccc([N+](=O)[O-])cc1NC(=O)c1ccc(N(Cc2ccccc2Cl)S(C)(=O)=O)cc1	-7%	-3%[10 µM]	?	1%	6%	-3%	-3%	?
COc1ccc(NC(=S)/N=C(\N)Nc2nc(C)c3ccc(C)cc3n2)cc1	7%	11%[10 µM]	3%	-5%	?	-10%	?	?
Cc1ccccc1N=Cc1cc2c(cc1O)OC(N)=C(C#N)C2c1ccccc1 (stereo unspecified)	-5%	26%[1.9 µM]	?	5%	?	-11%	-11%	-29%
CC1CCC2(CC1)NC(=O)c1ccccc1O2 (stereo unspecified)	8%	-8%	10%	0%	3%	-8%	4%	3%
C/C(=N\S(=O)(=O)c1ccc(C)cc1)N1CCN(S(=O)(=O)c2ccccc2)C1	0%	?	0%	3%	-12%	-1%	-11%	-11%
Cc1cccc(C)c1NC(=O)C1(NC(=O)C2CCCN2C(=O)OC(C)(C)C)CCCCC1 (stereo unspecified)	-7%	-2%	2%	-4%	2%	-3%	8%	5%
COc1ccc(N(C)S(=O)(=O)c2cccc(C(=O)Nc3ccc(OC)nc3)c2)cc1	2%	-2%[10 µM]	-7%	3%	-2%	-15%	0%	-28%
CCOC(=O)c1nn(-c2ccc(Cl)cc2)c2nnc(Cc3ccc(C)cc3)c(=O)n12	1%	·	-3%	-12%	2%	-6%	11%	0%
COc1ccc(C(O)P(=O)(OC(C)C)OC(C)C)c(OC)c1 (stereo unspecified)	-9%	0%[10 µM]	4%	-5%	8%	-3%	8%	11%
COCCCNC(=O)C1CC(=O)N(Cc2ccc(OC)cc2)C1 (stereo unspecified)	-2%	-5%	-3%	5%	8%	-3%	2%	1%
O=C(CSc1nnc(Cc2cc(=O)[nH]c(=O)[nH]2)n1-c1ccc(F)cc1)N1CCCCC1	-6%[15.4 µM]	0%	-4%	1%	-3%	0%	3%	-2%
CCCCNC(=O)CCSc1ccc(C)cc1	4%	·	-6%	0%	-3%	-4%	7%	-1%
COc1ccc2nc(SCC(=O)Nc3cc(C)on3)[nH]c2c1	2%	-3%	2%	-2%	?	-1%	6%	-15%
O=C(CNS(=O)(=O)c1ccccc1)NCC(=O)OCc1ccc(Br)cc1	2%	-28%	9%	0%	-5%	-1%	8%	-4%
CN(C)c1nc(-c2ccccc2)nnc1C(F)(F)F	-2%	-18%	-4%	1%	-3%	-3%	-9%	-3%
Cc1noc(/C=C/N(C)C)c1S(=O)(=O)NC1CCCCC1	-4%	-5%	3%	-1%	?	-4%	-3%	-16%
OC(CN=c1sc2ccccc2n1CC(O)COc1ccccc1)COc1ccccc1 (stereo unspecified)	?	10%[10 µM]	5%	-3%	-14%	-4%	-14%	-22%
NC(=O)C1CCN(C2CC(=O)NC2=O)CC1 (stereo unspecified)	-6%	-28%	-1%	-2%	-10%	1%	12%	-7%
O=C(/C=C/c1ccco1)OCc1nnc(-c2ccccc2)o1	-4%	10%	1%	-14%	-14%	7%	2%	-8%
O=C(COC(=O)/C=C/c1ccc(Br)o1)NCCCN1CCCC1=O	1%	11%[10 µM]	-3%	-6%	-5%	-11%	3%	-5%
Cc1cc(NC(=O)CN2CCN(c3cccc(Cl)c3)CC2)no1	-5%	-24%	7%	-2%	-2%	·	4%	-7%
COc1ccc(CCNC(=O)CCN2C(=O)COc3ccccc32)cc1OC	0%	1%[10 µM]	2%	14%	-5%	-13%	-7%	4%
